Screens from PubChem BioAssay.
mHTT-CaM PPI inh = mutant huntingtin-calmodulin interaction inhibitors – biochemical, AlphaScreen, primary screen; AlphaScreen His-mHTT/GST-CaM binding, luminescence; inhibition, % at 15 µM; AID 1671202, 2021; actives 3.6% (n = 190,000);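 note: 0% = both proteins with DMSO and 100% = one protein alone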
Target sequence (P42858 whole entry, looked up, stated change not applied): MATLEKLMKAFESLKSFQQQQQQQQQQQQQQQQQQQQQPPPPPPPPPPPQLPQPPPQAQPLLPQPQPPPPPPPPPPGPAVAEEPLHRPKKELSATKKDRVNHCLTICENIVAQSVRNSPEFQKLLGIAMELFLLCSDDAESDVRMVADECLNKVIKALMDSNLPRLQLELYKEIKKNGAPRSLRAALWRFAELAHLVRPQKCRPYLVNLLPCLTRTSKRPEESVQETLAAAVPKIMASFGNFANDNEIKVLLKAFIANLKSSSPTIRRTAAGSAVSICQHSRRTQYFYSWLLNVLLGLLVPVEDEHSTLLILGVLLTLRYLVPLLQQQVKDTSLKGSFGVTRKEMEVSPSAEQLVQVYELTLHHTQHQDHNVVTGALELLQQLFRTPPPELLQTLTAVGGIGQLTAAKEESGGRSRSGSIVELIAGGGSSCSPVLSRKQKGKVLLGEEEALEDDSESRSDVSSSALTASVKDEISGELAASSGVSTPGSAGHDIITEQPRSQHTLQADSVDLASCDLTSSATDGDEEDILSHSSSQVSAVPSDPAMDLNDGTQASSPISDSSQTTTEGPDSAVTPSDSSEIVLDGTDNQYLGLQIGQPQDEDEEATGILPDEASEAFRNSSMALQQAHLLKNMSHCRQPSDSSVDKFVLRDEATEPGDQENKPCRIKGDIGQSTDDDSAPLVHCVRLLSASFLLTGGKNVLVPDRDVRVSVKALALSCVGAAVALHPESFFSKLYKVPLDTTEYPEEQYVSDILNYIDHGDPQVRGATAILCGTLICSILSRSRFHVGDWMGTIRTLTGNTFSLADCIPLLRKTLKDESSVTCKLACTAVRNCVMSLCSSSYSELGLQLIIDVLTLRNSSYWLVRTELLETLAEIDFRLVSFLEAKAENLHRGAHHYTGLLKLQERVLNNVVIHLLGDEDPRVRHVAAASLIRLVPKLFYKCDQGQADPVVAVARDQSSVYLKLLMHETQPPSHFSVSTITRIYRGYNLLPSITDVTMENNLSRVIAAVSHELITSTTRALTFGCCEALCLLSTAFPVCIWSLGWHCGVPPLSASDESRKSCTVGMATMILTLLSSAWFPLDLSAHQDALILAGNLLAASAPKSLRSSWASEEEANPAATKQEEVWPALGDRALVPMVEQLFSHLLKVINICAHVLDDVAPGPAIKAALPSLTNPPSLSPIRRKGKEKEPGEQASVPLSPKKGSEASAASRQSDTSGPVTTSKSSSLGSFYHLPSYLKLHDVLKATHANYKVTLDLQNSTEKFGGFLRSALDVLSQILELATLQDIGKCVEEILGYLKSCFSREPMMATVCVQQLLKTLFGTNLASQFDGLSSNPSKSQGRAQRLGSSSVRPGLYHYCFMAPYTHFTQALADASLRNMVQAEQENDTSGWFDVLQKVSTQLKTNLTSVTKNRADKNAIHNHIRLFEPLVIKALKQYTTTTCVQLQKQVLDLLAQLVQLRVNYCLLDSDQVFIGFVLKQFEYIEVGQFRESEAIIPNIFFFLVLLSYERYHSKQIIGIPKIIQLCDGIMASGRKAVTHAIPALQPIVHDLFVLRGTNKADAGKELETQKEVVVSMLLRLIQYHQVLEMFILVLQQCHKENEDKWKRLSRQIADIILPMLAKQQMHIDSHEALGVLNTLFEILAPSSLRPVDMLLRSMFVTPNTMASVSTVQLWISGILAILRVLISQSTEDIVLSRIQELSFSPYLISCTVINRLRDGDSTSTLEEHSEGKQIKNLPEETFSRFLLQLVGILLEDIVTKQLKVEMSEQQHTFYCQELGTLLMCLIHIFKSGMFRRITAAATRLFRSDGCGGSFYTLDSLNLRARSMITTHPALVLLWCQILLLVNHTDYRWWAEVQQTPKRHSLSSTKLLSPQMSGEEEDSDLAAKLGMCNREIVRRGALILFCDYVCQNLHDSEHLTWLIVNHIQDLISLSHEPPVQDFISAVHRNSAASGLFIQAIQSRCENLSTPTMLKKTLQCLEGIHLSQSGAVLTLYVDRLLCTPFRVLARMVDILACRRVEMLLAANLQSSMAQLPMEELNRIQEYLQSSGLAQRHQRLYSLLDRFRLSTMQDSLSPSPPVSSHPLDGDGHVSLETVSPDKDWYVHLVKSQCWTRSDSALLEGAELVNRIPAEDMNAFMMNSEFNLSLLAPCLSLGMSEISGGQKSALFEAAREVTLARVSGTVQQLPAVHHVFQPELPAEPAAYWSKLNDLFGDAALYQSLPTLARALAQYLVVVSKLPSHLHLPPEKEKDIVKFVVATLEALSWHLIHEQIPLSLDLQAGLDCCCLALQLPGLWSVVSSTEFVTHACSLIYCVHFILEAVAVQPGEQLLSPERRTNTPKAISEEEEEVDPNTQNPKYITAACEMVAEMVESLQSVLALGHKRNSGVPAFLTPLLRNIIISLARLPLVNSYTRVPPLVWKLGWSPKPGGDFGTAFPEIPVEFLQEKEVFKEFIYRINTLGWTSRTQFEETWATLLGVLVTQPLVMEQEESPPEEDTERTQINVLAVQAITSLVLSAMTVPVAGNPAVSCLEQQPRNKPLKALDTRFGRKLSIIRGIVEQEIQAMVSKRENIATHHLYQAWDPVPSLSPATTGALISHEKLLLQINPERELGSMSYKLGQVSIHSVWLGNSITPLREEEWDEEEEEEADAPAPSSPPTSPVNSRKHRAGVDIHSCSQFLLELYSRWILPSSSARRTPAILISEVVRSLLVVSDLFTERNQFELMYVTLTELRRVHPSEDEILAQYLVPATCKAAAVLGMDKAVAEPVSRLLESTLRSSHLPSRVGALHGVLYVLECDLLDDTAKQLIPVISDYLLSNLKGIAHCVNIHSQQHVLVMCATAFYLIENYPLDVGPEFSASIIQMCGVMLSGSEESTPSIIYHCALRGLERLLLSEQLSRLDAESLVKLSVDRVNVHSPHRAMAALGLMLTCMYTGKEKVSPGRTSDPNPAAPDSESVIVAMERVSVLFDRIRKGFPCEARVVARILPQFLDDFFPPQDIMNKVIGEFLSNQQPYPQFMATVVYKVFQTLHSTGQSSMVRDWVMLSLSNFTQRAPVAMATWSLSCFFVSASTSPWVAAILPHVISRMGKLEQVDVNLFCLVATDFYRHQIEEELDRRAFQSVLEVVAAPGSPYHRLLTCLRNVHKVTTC
Pf apPOL inh = Pf-apPOL inhibitors, biochemical, fluorescence. Plasmodium falciparum apicoplast DNA polymerase (apPOL). Recombinant Pf-apPOL, molecular beacon fluorescence, 1.5 h. inhibition, % at 10 µM. actives 0.25% (n = 210,000). AID 1794808, 2022
Active calls of the source: *; nt = no result given; & = joins results of further samples. Cut-off read from the data, not from the text of the source: active = inhibition above about 50%; inactive = the rest.

SMILES	mHTT-CaM PPI inh	Pf apPOL inh
CCOc1ccc(NC(=O)c2cnn3c(C(F)(F)F)cc(-c4ccco4)nc23)cc1	-1	1
COc1cccc(/C=C(\C#N)C(=O)NCCc2ccccc2Cl)c1OC	1	-2
COc1ccc2cc3cc(C(=O)NCCC(C)C)oc3nc2c1	5	-3
Nc1n[nH]c2cc(=O)[nH]c(O)c12	nt	16
CCOc1ccccc1Nc1ncnc(N)c1[N+](=O)[O-]	-5	-1
Cc1c(O)ccc2c(=O)c(-c3nc4ccccc4s3)c(C(C)C)oc12	0	-1
O=c1oc2cc(O)ccc2cc1-c1csc(-c2ccc(Br)cc2)n1	1	-6
CCCn1ncc(N2CCC(C(=O)NCc3c(C)nn(C)c3C)CC2)cc1=O	-8	-3
CCOc1ccc(C2CC(=O)N2C2(C(=O)Nc3ccc(OC)cc3)CCCCC2)cc1OC (configuration not stated)	10	-2
Cc1nn(-c2ccccc2)nc1CNC(=O)c1cc2c(C)nn(C)c2s1	nt	7
Cc1ccc(C2Cn3nnc(C(=O)N4CCN(C(=O)c5ccccc5F)CC4)c3CO2)cc1 (configuration not stated)	-1	-3
CCOc1ccc(C(=O)Nc2cccc(-c3nc4cccnc4o3)c2)cc1Cl	7	9
CCC(C(=O)N1CCC(Cc2ccccc2)CC1)c1ccccc1 (configuration not stated)	18	-4
CC(=O)N1CCC(C(=O)Nc2ccc3nc(C)ccc3c2)CC1	nt	3
CCn1ccc(C(=O)Nc2cnc(-c3cccc(Cl)c3)nc2)n1	-1	0
CC(C)(C)C1CCc2onc(C(=O)Nc3cccc(O)c3)c2C1 (configuration not stated)	5	-4
Cc1cc(C)n(CC2CCN(C(=O)COc3ccc(Cl)cc3Cl)CC2)n1	4	-26
COc1ccc(CSc2nnc(N)o2)cc1[N+](=O)[O-]	0	2
O=C(CSc1ccccc1)NCc1cccnc1	2	-6
Cc1nn(-c2ccc(N3CCN(C(=O)c4ccc(C(C)(C)C)cc4)CC3)nn2)c(C)c1C	1	-2
COc1cccc(CNC(=O)C2(C)CCCN(C(=O)c3ccccc3Cl)C2)c1 (configuration not stated)	2	-3
Cc1ccccc1CS(=O)(=O)Cc1ccc(C(=O)NCc2ccco2)o1	-3	-17
O=C(Nc1cccc(C(F)(F)F)c1)c1cccnc1NCCO	-14	-51
CN1C(=O)C(O)(CC(=O)c2ccco2)c2ccccc21 (configuration not stated)	-1	-1
C=C1CCN([C@@H](CC(C)C)C(=O)O)S(=O)(=O)c2ccccc21	4	2
O=C(O)CCCNS(=O)(=O)c1ccc(F)cc1	1	-8
O=S(=O)(NCC(O)Cn1c2ccccc2c2ccccc21)c1ccccc1 (configuration not stated)	30	-1
CCC(=O)N1CCN(c2nc3c(s2)CC(C(=O)N2CCCCCC2)CC3)CC1 (configuration not stated)	10	3
O=C(O)c1cccnc1SCc1ccc(F)cc1Cl	-2	-12
O=C(Nc1nccs1)c1ccc(NC(=O)c2ccccc2[N+](=O)[O-])cc1	13	-3
CCC1(CC)NC(=O)N(CC(=O)Nc2ccc(C(=O)OC)cc2)C1=O	-19	-6
O=S(=O)(NCC1(CO)CC1)c1c(F)cccc1F	-9	-3
CSc1nnc2c(n1)OC(c1ccco1)Nc1ccc(Br)cc1-2 (configuration not stated)	36	4
COc1cccc(/C=C2/SC(=Nc3ccc(C)cc3)NC2=O)c1	16	1
CCc1cc(C2CCCN2C(=O)Nc2ccc(OC)c(OC)c2)on1 (configuration not stated)	-2	1
O=C(c1ccco1)N1CCCC(c2ccnc(Nc3ccccc3F)n2)C1 (configuration not stated)	56*	1
N#CC1=C(O)N(O)c2ccccc2N1O	0	-4
COc1cccc(CN2CC(C(=O)Nc3ccc(C)cc3)CC2=O)c1 (configuration not stated)	0	-6
COc1cccc(-n2ccnc(NC(=O)c3ccc(Cl)cc3)c2=O)c1	11	1
CC(C)=CCOc1ccc2c(c1)OC(=Cc1cccc(F)c1)C2=O	3	-8
Cc1c(C=Cc2ccnc(SCc3ccccc3)n2)sc2ccccc12	nt	-2
CCn1ccc2oc(C)c(C(=O)NCc3ccccc3C)c2c1=O	-4	0
COC(=O)c1ccc(C(=O)NCC2CCN(C(=O)COc3ccccc3)CC2)cc1	-1	-8
CCN(CC)C(=O)c1cn(-c2ccccc2)nc1-c1ccc(OC)cc1	15	-7
CC(C)(C)C(=O)OCc1noc(-c2ccccc2)n1	nt	24
CS(=O)(=O)c1ccc(-c2nnc(SCC(=O)O)o2)cc1	-9	-8
CSc1ccccc1NC(=O)Cc1c(C)[nH]c(=O)[nH]c1=O	-15	-6
OCC1CCCN1Cc1cccc(Cl)c1 (configuration not stated)	-7	0
Cc1ncc2n1CCN(S(=O)(=O)c1ccccc1)C2	6	0
CC12CCC(=O)N1CCCCN2 (configuration not stated)	-2	nt

(list continues)
SMILES	mHTT-CaM PPI inh	Pf apPOL inh
Cc1ccnc(N2CCCC(C(=O)NCCCN3CCN(C)CC3)C2)n1 (configuration not stated)	-5	-10
CCOc1ccc(CNC(=O)CCSCc2ccccc2Cl)cc1OC	-3	-19
Cc1cccc(NS(=O)(=O)c2ccc(CN3C(=O)CCC3=O)cc2)c1	-14	-7
Cc1ccc(C)c(-c2cc(C(=O)NN)c3ccccc3n2)c1	14	-75
COc1ccc(C(C)=O)cc1CSc1nc(C)cc(=O)[nH]1	0	2
CC(C)(C)N=C(NS(=O)(=O)c1ccc(Br)cc1)c1ccccc1	-2	11
Cc1ccc(C2CN(S(=O)(=O)c3ccc(F)c(F)c3)CCN2C)cc1 (configuration not stated)	-3	8
Fc1ccc(F)c(CN2CCCC(c3n[nH]c(C4CC4)n3)C2)c1 (configuration not stated)	12	4
Cc1[nH]n(-c2cccc(Cl)c2)c(=O)c1C=Nc1ccc(Cl)cc1[N+](=O)[O-]	3	1
COc1ccc(N2C(=O)CC(NCCc3ccc(Cl)cc3)C2=O)cc1 (configuration not stated)	-6	-6
COc1cc(CNCc2cccc(C)c2)cc(OC)c1	-9	-5
O=S(=O)(NCC(O)c1ccc(C(F)(F)F)cc1)c1ccc2c(c1)OCCO2 (configuration not stated)	16	-3
COc1ccc(OC)c(C2C(C(=O)Nc3ccccc3OC)=C(C)Nc3nnnn32)c1 (configuration not stated)	1	1
COc1ccccc1CNC(=O)C1CCN(c2cc(C(=O)N3CCCC3)ccn2)CC1	8	4
CC(=O)c1ccc(NC(=O)CN2C(=O)NC3(CCCCC3)C2=O)cc1	-2	-7
COc1nccnc1NS(=O)(=O)c1ccc(NC(=O)c2cccc(F)c2)cc1	8	-1
CCc1nc2cc(N3CCC(C(=O)N4CCCC4)CC3)cnc2nc1CC	8	5
CCCNC(=O)c1cc(=O)[nH]c2c(Cl)cccc12	0	-6
Cn1c(C2CCN(C(=O)COc3ccc(F)c(F)c3)C2)nc2ccncc21 (configuration not stated)	3	2
CCc1ccc(C(C#N)=Cc2cccc3ccccc23)cc1	nt	-2&2
C=CCn1c(SCC(=O)NCc2ccccc2)nc2scc(-c3ccco3)c2c1=O	34	-2
O=C(O)CCc1ccc(-c2ccc(F)cc2)[nH]1	44	-8
O=C1C(=O)N(CN2CCN(Cc3ccc4c(c3)OCO4)CC2)c2ccc(Br)cc21	3&2	-3&2
CNC(=O)N1CCOc2cc(C)ccc21	2	-1
Cc1ccc2[nH]cc(CCN3CC(C(=O)N4CCN(c5ccc(F)cc5)CC4)CC3=O)c2c1 (configuration not stated)	17	1
Cc1cc(C)cc(Cn2cc(CN3CC(N4CCN(Cc5ccccc5F)CC4)CS3(=O)=O)nn2)c1 (configuration not stated)	24	0
Cc1cc(C(=O)NCCn2ncc3c(N4CCCCCC4)ncnc32)no1	-6	-5
CCCCN(CC)S(=O)(=O)c1ccc(C)cc1	-45	1
Nc1cccc(C(=O)Nc2ccccc2Cl)c1	2	-2
CSc1cccc(NC(=O)c2ccc(Br)cc2)c1	-10	7

The closing two compounds of the section before lead into the next.
SMILES	mHTT-CaM PPI inh	Pf apPOL inh
Nc1cccc(C(=O)Nc2ccccc2Cl)c1	2	-2
CSc1cccc(NC(=O)c2ccc(Br)cc2)c1	-10	7
Cn1c(CSCc2nc(-c3ccc(Cl)cc3)cs2)n[nH]c1=S	nt	-18&-7
CC1CCC2(CCC(=O)N2CCCO)CC1 (configuration not stated)	-7	-8
CC(C)C[C@H]1COc2cc(Br)ccc2S(=O)(=O)N1Cc1cn(CC2CCCCC2)nn1	-4	0
COc1cccc(C2C3=C(CC(C)(C)CC3=O)Nc3nc(C(F)(F)F)nn32)c1OC (configuration not stated)	6	6
O=C1c2ccccc2C2NCCCN12 (configuration not stated)	nt	-4
COc1ccc(Cc2[nH]n3c(=O)cc(C(C)C)nc3c2-c2ccccc2)cc1	9	-12
COc1ccc2nc(N3CCC(C(=O)NCc4ccccc4OC)CC3)sc2c1	6	-8
CC(C)c1ccc(CNC(=O)C2CCc3sc(C(=O)N4CCOCC4)cc3C2)cc1 (configuration not stated)	4	0
Cc1ccccc1-c1cc(=O)oc(-c2cccc([N+](=O)[O-])c2)n1	-1	1
Cc1cccc(N2CC(C(=O)NCCc3ccccc3)CC2=O)c1 (configuration not stated)	-5	-7
CN1CCN(c2ccc(-c3ccc(C(=O)Nc4ccccc4)cc3)cn2)CC1	3	-2
COc1ccc(C2=N/C(=C\c3cccnc3)C(=O)O2)c(Br)c1	7	-5
Cc1ccc(CSc2nc3[nH]ncc3c(=O)n2-c2ccc(C)cc2)cc1	14	81*
Cc1ccc2ncn(C3CCN(C(=O)Nc4ccc(C)c(Cl)c4)CC3)c(=O)c2c1	17	-2
Cc1ccc(NC(=O)c2noc3c2CCCCC3)cc1C	-9	-3
CCS(=O)(=O)c1ccc(-c2ccc(NS(C)(=O)=O)cc2)nn1	-8	-2
COc1ccc(C(=O)c2ccccc2)cc1Br	-51	-1
Cc1c(Cl)cccc1NC(=O)CSc1ccncn1	-11	-9
Oc1oc(-c2ccccc2)nc1C=Nc1cccc(Cl)c1	1	-4
COc1ccccc1N1CCN(C(=O)CN2C(=O)NC3(CCCCC3)C2=O)CC1	14	-2
COC(=O)Cc1c(C)ncnc1OCC(=O)Nc1ccc2c(c1)OCCO2	nt	-1
Cc1c(NC(=O)C2CC(c3c(F)cccc3Cl)=NO2)c(=O)n(-c2ccccc2)n1C (configuration not stated)	-1	-1
COc1ccc(C(C)=O)cc1N1C(=O)C2C3c4ccccc4C(C)(c4ccccc43)C2C1=O (configuration not stated)	2	1
COc1ccc(SCCN2CCN(C)CCC2=O)cc1	1	-2
CCOCC(=O)NC1CC(O)C(CO)C1 (configuration not stated)	-8	1
O=C(NC1CCN(C(=O)c2ccccc2)C1)C1CCC1 (configuration not stated)	-5	3
COc1cccc(C2CC(c3ccccc3Cl)Nc3ncnn32)c1 (configuration not stated)	-7	3
CCn1nnnc1-c1ccc(OC)c(S(=O)(=O)Nc2c(C)n(C)n(-c3ccccc3)c2=O)c1	-1&2	-6&3
COCCn1c(SCC(=O)Nc2nccs2)nc2c([nH]c3ccccc32)c1=O	2	-6
COc1ccc(N(CC(=O)Nc2cccc(SC)c2)S(C)(=O)=O)cc1OC	5	1
Cc1ccc(NC(=O)N2CCCC(CC(=O)N3CCN(c4ccccc4F)CC3)C2)cc1 (configuration not stated)	9	-2
CC(=O)NCc1c(F)cccc1Cl	nt	2
O=C(O)CSc1ccc(Br)cc1	-4	6
COc1ccc(C)cc1NC(=O)c1cc2c(s1)CN(C1CC1)C2	29	3
Cc1ccc(C(=O)Nc2c3c(nn2-c2ccc([N+](=O)[O-])cc2)CS(=O)(=O)C3)cc1	29	-3

Quoted from above, 21 compounds:
SMILES	mHTT-CaM PPI inh	Pf apPOL inh
Cc1ccc(NC(=O)c2noc3c2CCCCC3)cc1C	-9	-3
CCS(=O)(=O)c1ccc(-c2ccc(NS(C)(=O)=O)cc2)nn1	-8	-2
COc1ccc(C(=O)c2ccccc2)cc1Br	-51	-1
Cc1c(Cl)cccc1NC(=O)CSc1ccncn1	-11	-9
Oc1oc(-c2ccccc2)nc1C=Nc1cccc(Cl)c1	1	-4
COc1ccccc1N1CCN(C(=O)CN2C(=O)NC3(CCCCC3)C2=O)CC1	14	-2
COC(=O)Cc1c(C)ncnc1OCC(=O)Nc1ccc2c(c1)OCCO2	nt	-1
Cc1c(NC(=O)C2CC(c3c(F)cccc3Cl)=NO2)c(=O)n(-c2ccccc2)n1C (configuration not stated)	-1	-1
COc1ccc(C(C)=O)cc1N1C(=O)C2C3c4ccccc4C(C)(c4ccccc43)C2C1=O (configuration not stated)	2	1
COc1ccc(SCCN2CCN(C)CCC2=O)cc1	1	-2
CCOCC(=O)NC1CC(O)C(CO)C1 (configuration not stated)	-8	1
O=C(NC1CCN(C(=O)c2ccccc2)C1)C1CCC1 (configuration not stated)	-5	3
COc1cccc(C2CC(c3ccccc3Cl)Nc3ncnn32)c1 (configuration not stated)	-7	3
CCn1nnnc1-c1ccc(OC)c(S(=O)(=O)Nc2c(C)n(C)n(-c3ccccc3)c2=O)c1	-1&2	-6&3
COCCn1c(SCC(=O)Nc2nccs2)nc2c([nH]c3ccccc32)c1=O	2	-6
COc1ccc(N(CC(=O)Nc2cccc(SC)c2)S(C)(=O)=O)cc1OC	5	1
Cc1ccc(NC(=O)N2CCCC(CC(=O)N3CCN(c4ccccc4F)CC3)C2)cc1 (configuration not stated)	9	-2
CC(=O)NCc1c(F)cccc1Cl	nt	2
O=C(O)CSc1ccc(Br)cc1	-4	6
COc1ccc(C)cc1NC(=O)c1cc2c(s1)CN(C1CC1)C2	29	3
Cc1ccc(C(=O)Nc2c3c(nn2-c2ccc([N+](=O)[O-])cc2)CS(=O)(=O)C3)cc1	29	-3

This is a subset. The share of hits here may be higher or lower than overall.
